Source: PubChem (several laboratories)
DNA FID counter – compounds displacing fluorescent DNA intercalator, primary screen, artefact control for HCV NS3 helicase inhibitor project, biochemical, FID fluorescence | DNA fluorescent intercalator displacement | inhibition, % at 7.9 µM | 0.17% of 290,000 active; in the data active = inhibition above about 37%;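 also: 0% = vehicle and 100% = reference compound; higher means more ethidium bromide displaced from hairpin DNA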
V1R ag counter – agonists of human V1a receptor, primary screen, counter-screen for OXTR agonist project, fluorescence, CHO-V1R cells; Fluo-8 calcium fluorescence, agonist mode; 0% DMSO, 100% 3 nM vasopressin; activation, % at 3 µM; 0.25% of 320,000 active;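 active = activation above the mean activation of all tested compounds plus 3 SD, per screening run, cut at about 20% in these data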;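 also: signal is peak over basal fluorescence ratio across a 100 second FLIPR read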
GPR7 antagonist – GPR7 receptor antagonists, primary screen, cell-based, fluorescence, single concentration | GPR7-expressing cells, fluorescence antagonist assay | 1.1% of 290,000 active | AID 1861, 2009 | inhibition, % at 4.4 µM; in the data active = inhibition above about 16%, passing the limit was not always enough;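 also: cells stimulated with the agonist NPW; 0% = agonist with vehicle and 100% = vehicle without agonist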
NS3 helicase inh – inhibitors of HCV NS3 helicase, primary screen, biochemical, Cy5 molecular beacon fluorescence; 0.56% of 290,000 active; AID 1800, 2009; NS3 helicase DNA unwinding; inhibition, % at 10.9 µM;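 active = inhibition above the mean of all tested compounds plus 3 SD, set per campaign, cut at about 35% in these data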;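 also: 0% = DMSO wells and 100% = thioflavine S control wells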
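test system = hepatitis C virus NS3 helicase domain fragment enzyme | reagent = annealed dual-labelled DNA beacon duplex, ATP-started | times = 1 h at 25 °C | detection = Cy5 fluorescence, 0 and 60 min reads | read-out basis = percent inhibition from t60/t0 fluorescence ratio | control set = DMSO and thioflavine S | replication = one well per compound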
IMP-1 inh – IMP-1 metallo-beta-lactamase inhibitors, primary screen, biochemical, epi-absorbance readout, Pseudomonas aeruginosa enzyme | metallo-beta-lactamase IMP-1 (Pseudomonas aeruginosa) | purified IMP-1, nitrocefin hydrolysis, epi-absorbance fluorescence | inhibition, % at 5.6 µM | 0.45% of 290,000 active | AID 1556, 2009;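 active = inhibition above the mean plus 3 SD of all compounds in the same screening run, cut at about 4.5% in these data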;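 also: 0% = IMP-1 with DMSO and 100% = DMSO wells lacking enzyme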
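Assay system: purified IMP-1; Quantity: IMP-1 0.2 nM before substrate addition; Medium: HEPES buffer pH 7.1 with ZnSO4 and Brij 35; Incubation: 15 min enzyme–compound preincubation, then 25 min nitrocefin reaction, 25 °C; Signal: fluorescence quenching readout, ex 480/em 530 nm; Controls: DMSO with and without IMP-1; Repeats: singlicate testing.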
PHOSPHO1 inh – PubChem AID 1565; Phosphoethanolamine/phosphocholine phosphatase (Homo sapiens), Q8TCT1; recombinant PHOSPHO1, absorbance phosphatase assay; 1.1% of 290,000 active; inhibition, % at 13.3 µM; in the data active = inhibition above about 60%
Target sequence (Q8TCT1 whole entry, looked up): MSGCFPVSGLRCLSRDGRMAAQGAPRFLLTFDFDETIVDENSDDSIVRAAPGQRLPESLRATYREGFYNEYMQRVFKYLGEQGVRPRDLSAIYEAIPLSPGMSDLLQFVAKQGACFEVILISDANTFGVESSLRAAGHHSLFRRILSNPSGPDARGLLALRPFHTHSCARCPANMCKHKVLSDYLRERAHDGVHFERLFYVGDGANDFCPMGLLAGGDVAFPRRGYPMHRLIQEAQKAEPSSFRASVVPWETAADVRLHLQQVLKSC
VIM-2 inhibitor – VIM-2 metallo-beta-lactamase inhibitors, primary screen, biochemical, epi-absorbance readout, Pseudomonas aeruginosa enzyme | inhibition, % at 5.6 µM | purified VIM-2, nitrocefin hydrolysis, epi-absorbance fluorescence | AID 1527, 2009 | 0.89% of 290,000 active;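 active = inhibition above the mean of all tested compounds plus 3 SD, cutoff set per screening run, cut at about 7.5% in these data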;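 also: red hydrolysis product quenches plate fluorescence so inhibitors raise well fluorescence; 0% = enzyme with DMSO and 100% = DMSO without enzyme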
OXTR agonist – human OXTR agonists, primary screen, fluorescence, CHO-OTR cells, Fluo-8 calcium; activation, % at 3 µM; 0.32% of 320,000 active; Fluo-8 calcium fluorescence; normalized: DMSO 0%, oxytocin 100%; AID 2435, 2010; Oxytocin receptor (Homo sapiens), P30559;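 active = activation above the mean of all tested compounds plus 3 SD, cutoff set per screening run, cut at about 20% in these data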;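 also: peak over basal fluorescence ratio from a 100 s FLIPR kinetic read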
Target sequence (P30559 whole entry, looked up): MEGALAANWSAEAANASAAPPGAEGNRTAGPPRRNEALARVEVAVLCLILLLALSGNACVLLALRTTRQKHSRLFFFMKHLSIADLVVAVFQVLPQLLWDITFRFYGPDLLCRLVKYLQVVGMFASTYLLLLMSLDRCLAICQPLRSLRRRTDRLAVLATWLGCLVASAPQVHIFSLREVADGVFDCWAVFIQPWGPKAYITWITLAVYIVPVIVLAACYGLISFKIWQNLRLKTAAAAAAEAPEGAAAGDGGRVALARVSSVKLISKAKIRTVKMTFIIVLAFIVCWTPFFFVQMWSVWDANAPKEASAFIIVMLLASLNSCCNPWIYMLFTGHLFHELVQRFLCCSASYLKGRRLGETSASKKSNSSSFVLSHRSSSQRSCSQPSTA
GalR3 antagonist – GalR3 antagonists in HEK293 cells, primary screen, cell-based, fluorescence readout; Galanin receptor type 3 (Homo sapiens), O60755; inhibition, % at 3 µM; HEK293 GalR3-CNG cAMP membrane potential fluorescence; galR3 body fused to GalR1 C-terminus; 0.44% of 360,000 active;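 active = inhibition above the screen-wide average plus 3 SD, cut at about 13% in these data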;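 also: forskolin and galanin both at EC90 stimulate the cells; cAMP rise reported by CNG channel membrane potential dye signal; 0% = forskolin plus galanin with DMSO and 100% = forskolin alone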
Target sequence (O60755 1-299 limits assumed): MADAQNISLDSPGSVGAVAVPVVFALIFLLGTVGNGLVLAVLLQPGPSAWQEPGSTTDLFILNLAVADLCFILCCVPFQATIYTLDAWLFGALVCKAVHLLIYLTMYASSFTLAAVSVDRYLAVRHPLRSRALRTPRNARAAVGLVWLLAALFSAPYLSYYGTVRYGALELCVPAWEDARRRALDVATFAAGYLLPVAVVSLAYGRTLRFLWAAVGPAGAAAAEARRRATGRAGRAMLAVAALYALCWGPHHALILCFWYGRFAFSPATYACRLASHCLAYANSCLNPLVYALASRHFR
Active calls of the source: *; x = not tested or not shown. Not a hit list (roughly 4.3% active in at least one column).

compound	GalR3 antagonist	PHOSPHO1 inh	GPR7 antagonist	OXTR agonist	VIM-2 inhibitor	IMP-1 inh	DNA FID counter	NS3 helicase inh	V1R ag counter
Cc1cccc(-n2c(SCC(=O)N3CCCC3)nc3n[nH]c(C)c3c2=N)c1	-4.1	-11.9	-15.7	-1.4	-0.1	-3.1	-33.7	5.8	-1.5
Cc1noc2ncnc(Oc3ccccc3Cl)c12	11.6	1.0	-4.0	-1.6	-0.4	-1.2	-4.3	16.8	-0.8
CC(C)(C)C(=O)Nc1ccccc1C(=O)NCc1cccnc1	1.8	28.8	-17.9	0.4	-2.7	-3.8	-5.8	-3.1	0.9
Cc1ccc(OCC(=O)O/N=C(\N)c2cccnc2)cc1	-0.7	48.0	-10.9	-1.2	-1.5	-4.4	0.3	2.2	1.1
O=C(CSc1nc2ccccc2o1)N1CCN(c2ccc(Cl)cc2)CC1	-1.1	14.0	-5.8	5.4	0.9	-1.5	-12.4	2.6	6.0
CCCN1C=CC(=C2C(=O)c3ccccc3C2=O)C=C1	-3.6	8.9	6.7	-0.2	-1.4	-2.6	3.0	-1.9	-0.9
COC(=O)c1ccc(CN(c2ccc(C)cc2)S(=O)(=O)c2ccc3c(c2)OCCO3)o1	-1.7	-9.4	11.4	-0.7	-0.6	-0.3	-20.6	-20.4	1.5
O=C(NCCNS(=O)(=O)c1ccccc1)N1CCOCC1	-1.9	9.1	5.5	0.0	-0.5	-1.1	7.3	-0.6	0.2
COc1ccc(S(=O)(=O)N2CCC(C(=O)O)(c3ccccc3)CC2)cc1	-10.1	x	-10.3	-0.1	-3.8	-2.7	-11.8	3.0	-0.3
C#CCOc1ccc(/C=C2/C(=O)NN(c3ccc(F)cc3)C2=O)cc1OC	-8.2	14.1	-24.9	3.5	-4.5	-0.6	-13.1	38.5*	0.6
COCCCNC(=O)c1ccc(CS(=O)(=O)c2ccccc2OC)o1	-9.5	24.2	0.4	-0.5	-2.1	-3.5	-6.4	4.2	0.7
CC1(OC(=O)C2CCCC2)C(=O)C=C2C=C(c3ccsc3)N(C3CCCC3)C=C2C1=O (stereo unspecified)	-4.2	0.1	x	-2.1	x	x	x	x	0.8
COc1ccc(NC(=O)CSc2nnc(CNC(=O)COc3ccc(Cl)cc3)o2)cc1	-4.7	47.6	-8.0	2.4	-0.5	-1.1	-11.7	2.2	1.6
CCC(C(=O)Nc1nnc(-c2ccco2)s1)c1ccccc1 (stereo unspecified)	2.6	33.2	5.7	0.7	-3.4	-2.1	-2.3	3.6	3.3
COc1ccc2c(c1)CC/C2=N\OC(=O)c1ccccc1OC	-6.7	-34.8	0.1	-2.2	2.6	-1.2	-30.8	1.0	-0.8
Cc1ccc(SCCC(=O)NCCSCc2ccco2)cc1	2.9	24.7	-14.7	-1.7	1.3	-0.3	-21.5	4.8	-1.0
CC(=O)c1cn(Cc2ccccc2)c(=O)[nH]c1=O	5.1	20.5	-6.2	0.5	0.1	-3.9	-0.8	-9.7	1.7
CCSc1nnc(NC(=O)[C@@H](NC(=O)c2cc(OC)cc(OC)c2)C(C)C)s1	-0.1	-12.3	-18.8	-1.5	-0.9	-3.5	-28.0	15.6	-0.8
COc1ccc(S(=O)(=O)N2CCCC(C(=O)NCCN3CCOCC3)C2)cc1C (stereo unspecified)	-9.9	34.8	-7.1	-0.6	-0.6	-0.7	2.6	3.2	-0.4
Cc1cc(C)nc(SCc2n[nH]c(=S)n2C)n1	-0.7	9.8	-14.6	0.4	2.7	-2.9	-5.5	0.6	0.2
COc1ccc(NC(=O)C2CCCN(S(=O)(=O)c3ccc(-n4cnnn4)cc3)C2)cc1 (stereo unspecified)	-9.2	31.0	1.7	0.8	-2.5	-2.5	-17.1	-2.4	0.8
Cc1cccc(-c2noc(CN(C(=O)C34CC5CC(CC(C5)C3)C4)C(C)C)n2)c1	-3.2	-6.1	0.7	0.5	-1.1	-1.4	-2.2	-0.6	-0.6
c1cncc(-c2noc(-c3ccco3)n2)c1	-1.4	22.0	-9.8	0.3	-1.6	-4.6	-2.5	-8.5	0.4
COc1ccc(OC)c(CN(CCCN2CCOCC2)C(=O)Nc2ccccc2)c1	-5.2	17.3	-3.7	1.7	1.6	-2.1	0.1	-3.7	-1.0
CCCCOC(=O)C1=C(C)Nc2nnnn2C1c1ccccc1Cl (stereo unspecified)	1.3	-1.4	2.7	-2.4	-2.5	2.5	-17.1	0.6	-1.2
CNC(=O)N(O)C1N(/N=C/c2ccccc2OC)C(=S)SC1(C)C (stereo unspecified)	-8.4	15.6	-8.2	-0.4	-2.8	-4.8	-12.6	6.0	1.2
O=C1N/C(=C\c2ccccc2)C(O)=C1C=NCc1ccccc1	-11.0	6.6	-3.4	-1.7	-3.3	-3.4	-1.5	9.2	-1.3
COC(=O)Oc1ccc(/C=N/NC(=O)CSCc2ccc(Cl)cc2)cc1OC	-5.0	-4.0	1.6	1.6	-2.5	-2.1	-27.8	-7.4	4.6
CCOc1cccc2sc(N(CCCN(C)C)C(=O)c3ccc(S(=O)(=O)N(CC)Cc4ccccc4)cc3)nc12	-5.5	22.6	23.7	11.9	-1.2	-0.3	37.3*	-42.1	10.9
Fc1ccc(F)c(C2=NNC(=NCC3CCCO3)SC2)c1 (stereo unspecified)	5.2	-33.9	-0.1	-0.9	-4.5	-3.3	-9.7	7.4	0.1
CCCCC(CC)C(=O)Nc1ncc([N+](=O)[O-])s1 (stereo unspecified)	-4.0	-17.4	-4.6	7.6	-1.3	-2.3	0.7	-3.0	10.1
CCOC(=O)Cn1nc(-c2ccc(C)cc2)ccc1=O	-6.7	2.1	9.6	0.5	-3.4	-3.3	-11.1	0.2	0.2
CC(=O)Nc1ccc(S(=O)(=O)NC(CSc2ccc(C(=O)O)cc2[N+](=O)[O-])C(=O)O)cc1 (stereo unspecified)	-6.7	33.7	2.0	1.0	1.5	-2.9	-0.4	11.4	0.3
c1nc2sc3c(c2c2nnnn12)CCCC3	-4.3	-13.2	18.2*	-0.2	-0.5	-2.7	-1.1	2.7	0.8
Cc1ccc(C2C(=O)N(C3CCCC3)CC(=O)N2C2CCCCC2)cc1 (stereo unspecified)	-3.8	4.1	10.4	-1.9	-3.8	-3.4	-30.4	-3.2	-1.9
C=CCn1c(=O)c(C(=O)Nc2ccccc2O)c(O)c2ccccc21	-2.2	8.1	-2.0	1.3	0.3	-1.6	-0.7	-5.2	-0.2
CC[n+]1c(/C=C/C=C/N(C(C)=O)c2ccccc2)sc2ccccc21	-1.2	54.0	-3.5	0.3	4.2	-2.6	-13.5	1.6	-0.6
O=C(COc1ccccc1[N+](=O)[O-])OCC(=O)N1CCC(Cc2ccccc2)CC1	-3.8	-9.8	6.6	1.3	-2.8	-3.8	-15.4	-1.2	4.2
Cc1ccc(NC(=O)CN(C)CC(=O)Nc2ccc(F)c(F)c2F)c(Cl)c1	-3.3	2.0	-11.1	-1.2	-4.4	-2.2	-26.3	6.7	0.4
O=C(c1ccc(S(=O)(=O)N2CCOCC2)cc1)N1CCN(c2ccccc2)CC1	-5.1	7.1	-4.7	1.8	-1.1	-0.3	0.1	-4.2	1.2
CCn1c(C)c(/C=N/Nc2nc3ccccc3s2)c2ccccc21	0.4	44.7	-12.2	0.3	-3.7	-3.1	9.8	-4.5	0.2
Cc1ccc(S(=O)(=O)N2CCCCC2)cc1C(=O)Nc1ccc(N2CCOCC2)cc1	10.3	20.1	-6.9	8.2	-0.7	-2.2	-4.1	1.3	4.4
COc1ccc(Br)cc1CN1CCN(C(=O)c2cccc(F)c2)CC1	-2.9	30.8	23.8	-1.6	0.2	-1.3	-31.4	4.7	-1.3
CCCn1c(SCC(=O)N2CCCC2)nc2c1c(=O)n(C)c(=O)n2C	-3.6	3.7	-6.3	-0.3	1.5	-0.3	-13.9	-5.9	-0.9
O=C(CC1C(=O)NCCN1C(=S)Nc1ccccc1)Nc1ccc(F)cc1 (stereo unspecified)	1.4	-13.9	0.8	-0.9	-4.7	-3.9	1.0	0.9	0.3
CC1(c2cccc(Br)c2)NC(=O)N(CC(=O)Nc2ccc(F)cc2)C1=O (stereo unspecified)	-4.2	23.9	8.7	6.2	-0.4	-2.0	-10.8	-14.3	6.5
CN(C)c1ccnc(Oc2ccccc2)c1C#N	-3.3	19.4	-0.6	x	1.5	-0.2	1.1	-2.2	x
COc1ccccc1/C=N/NC(=O)c1cccc(NC(=O)c2ccccc2Cl)c1	-7.1	6.2	-7.3	-0.9	-2.3	-1.7	-16.2	5.9	0.7
Cc1ccc(O)c(N/C=C/C(=O)c2ccc(F)cc2)c1	-8.0	8.8	13.6	-1.4	-1.3	-4.5	-10.1	7.2	0.7
CCOC(=O)c1c(S(=O)(=O)N(C)Cc2ccco2)c(C)n(C)c1C	-1.0	54.3	19.2	0.0	0.2	1.2	-24.3	18.1	0.8
Cc1cc(C(=O)NC2CC(C)(C)Cc3c2cnn3-c2ccc(F)cc2)no1 (stereo unspecified)	-3.6	23.3	-8.8	-1.9	-2.1	-1.4	-40.4	-5.9	1.0
Cn1cc(S(=O)(=O)CC(=O)Nc2ccc3c(c2)OCO3)c2ccccc21	-2.7	4.9	-11.3	-0.4	-0.5	1.0	-5.9	0.5	0.2
O=C(CN1CCCc2ccccc21)NCc1ccc2c(c1)OCO2	-3.8	11.4	-5.9	1.3	-0.3	-3.5	-2.8	-13.5	1.5
CCc1ccc(-c2cc(C)no2)cc1S(=O)(=O)NCCCN1CCN(c2ccccc2)CC1	-3.5	33.2	11.1	8.2	-2.6	-3.9	18.7	-99.0	13.4
N#Cc1cnc2ncnn2c1-c1ccccc1	-2.2	9.4	-4.3	-0.6	-4.3	-4.3	0.9	4.2	0.7
O=C(O)CSC1=NC(=Nc2cccc(Cl)c2)C2(CCCCC2)N1c1ccccc1	-0.5	-7.4	-6.0	-0.4	-1.7	-2.6	-7.8	17.1	-0.2
COc1ccc(NC(=O)c2cc(S(=O)(=O)N3CCOCC3)cn2C)c(OC)c1	x	-14.0	-10.3	0.5	-2.2	-1.0	-13.9	1.3	0.9
